# Screening data deposited in PubChem BioAssay by several laboratories.
# EP2 mod: modulators of human EP2 prostaglandin E2 receptor | P43116 | 260,000 tested, 0.83% active | EP2-expressing cells, cAMP HTRF FRET, PGE2 co-stimulation | induction, % at 25 µM;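 active means compounds whose cAMP rise, as percent of the full-agonist control response, exceeds 60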;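 further: rat C6 glioma line stably carrying human EP2 under a CMV promoter; the protocol text gives 20 µM as final concentration; 100% = response of wells given 1 µM PGE2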
# BaF3 parental: reduces parental Ba/F3 cell viability, JAK2V617F counter-screen; inhibition, % at 5.6 µM; CellTiter-Glo ATP luminescence; 220,000 tested, 1.1% active; AID 1486;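 active means inhibition above a per-campaign cutoff, the mean inhibition of all tested compounds plus 3 SD, cut at about 27% in these data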;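 further: 0% = DMSO wells and 100% = JAK Inhibitor I control wells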
# PERK inh: inhibitors of human PERK kinase. Q9NZJ5. CHO PERK-DD fusion, SEAP luminescence translation reporter. inhibition, % at 5.6 µM. 220,000 tested, 0.17% active. AID 1416;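 active means inhibition above the mean inhibition of all tested compounds plus 3 SD, set separately per screening campaign, cut at about 2.9% in these data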;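 further: PERK kinase domain activated by AP20187 dimerizer at 100 nM; 0% = DMSO with dimerizer and 100% = rapamycin at 8.4 µM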
# TRPN1 ag: activates the zebrafish TRPN1 channel; HEK293 zebrafish TRPN1-YFP, Fluo-8 calcium fluorescence; 100% = response to 87 µM carbachol; 220,000 tested, 0.18% active; activation, % at 3 µM;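 active means activation above its plate's cutoff, the mean activation of test wells on that plate plus 3 SD, cut at about 19% in these data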;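 further: 0% = DMSO alone and 100% = 87 µM carbachol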
#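 System: zebrafish TRPN1-YFP in HEK293 cells / Dosing: 3 µM single point / Timing: dye loading 1 h at 37 °C, then 30 min room temperature / Signal: Fluo-8 calcium fluorescence, excitation 470-495 nm, emission 515-575 nm / Read-out basis: percent activation from peak over basal fluorescence ratio, control-normalized / Control set: high carbachol 87 µM, low DMSO alone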
# m-calpain inh: inhibitors of pig calpain II; 220,000 tested, 0.37% active; AID 1236; purified calpain II, fluorogenic peptide substrate, 30 min; inhibition, % at 16 µM;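 active means inhibition above about 50%, limit read from the data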
# TRPML3 agonist: agonists of human TRPML3 channel; Q8TDD5; HEK293 TRPML3-YFP, Fluo-8 calcium fluorescence; 100% = the carbachol control signal; activation, % at 3 µM; 220,000 tested, 0.29% active;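 active means activation above its plate's cutoff, the mean activation of the plate's test wells plus 3 SD, cut at about 12% in these data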;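 further: 0% = DMSO only wells and 100% = carbachol wells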
# Target sequence (Q8TDD5 whole entry, looked up): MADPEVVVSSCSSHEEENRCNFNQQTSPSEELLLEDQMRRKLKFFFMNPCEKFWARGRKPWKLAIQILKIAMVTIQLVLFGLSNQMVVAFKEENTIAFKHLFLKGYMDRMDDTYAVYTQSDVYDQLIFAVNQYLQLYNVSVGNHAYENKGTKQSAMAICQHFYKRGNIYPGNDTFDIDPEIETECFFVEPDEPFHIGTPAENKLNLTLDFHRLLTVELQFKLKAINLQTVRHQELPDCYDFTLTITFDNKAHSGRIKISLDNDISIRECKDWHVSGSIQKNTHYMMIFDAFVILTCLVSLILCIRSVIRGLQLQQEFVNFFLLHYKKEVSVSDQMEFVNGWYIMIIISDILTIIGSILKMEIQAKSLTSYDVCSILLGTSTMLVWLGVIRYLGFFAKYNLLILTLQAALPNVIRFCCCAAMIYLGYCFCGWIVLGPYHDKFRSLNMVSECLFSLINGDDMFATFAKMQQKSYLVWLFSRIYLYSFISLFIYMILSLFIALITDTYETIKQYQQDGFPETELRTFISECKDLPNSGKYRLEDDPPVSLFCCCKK
#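 Material: TRPML3-YFP stable HEK293 cells | Dosing: One concentration, 3 µM nominal, 0.3% DMSO | Timing: 125 s total fluorescence read per well | Technique: Fluo-8 calcium dye fluorescence, ex 470-495, em 515-575 nm | Measure: Percent activation from peak-to-basal fluorescence ratio, scaled between DMSO and carbachol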
# S1P4 ag: activates the human S1P4 receptor; O95977; S1P4-expressing cell line, agonist reporter assay; activation, % at 4.98 µM; 220,000 tested, 0.35% active; in the data active means activation above about 11%;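 further: 0% = DMSO vehicle and 100% = reference agonist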
# Target sequence (O95977 whole entry, looked up): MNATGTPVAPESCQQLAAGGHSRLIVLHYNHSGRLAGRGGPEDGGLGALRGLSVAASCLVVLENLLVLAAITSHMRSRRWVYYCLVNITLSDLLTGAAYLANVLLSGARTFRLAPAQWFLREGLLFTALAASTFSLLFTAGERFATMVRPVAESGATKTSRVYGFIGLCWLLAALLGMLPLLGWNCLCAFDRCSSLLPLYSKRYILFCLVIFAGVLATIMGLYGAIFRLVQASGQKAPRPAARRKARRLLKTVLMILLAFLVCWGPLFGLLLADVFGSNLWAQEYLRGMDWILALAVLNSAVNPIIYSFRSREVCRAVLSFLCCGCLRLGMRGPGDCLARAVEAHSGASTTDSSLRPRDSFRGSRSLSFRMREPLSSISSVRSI
# Ba/F3 V617F tox: reduce viability of Ba/F3 cells dependent on JAK2V617F; 220,000 tested, 1.1% active; Ba/F3 EpoR-JAK2V617F viability, ATP luminescence; inhibition, % at 5.6 µM;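 active means inhibition above the campaign mean plus 3 SD over all tested compounds, cut at about 24% in these data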;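 further: cytokine-independent growth of Ba/F3 cells driven by EpoR plus mutant JAK2; 0% = DMSO-treated cells and 100% = JAK inhibitor I control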
# S1P4 antagonist: human S1P4 receptor antagonism | 220,000 tested, 0.26% active | S1P4-expressing cells, antagonist mode, reporter read-out | inhibition, % at 4.98 µM | AID 1510; in the data active means inhibition above about 29%;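 further: 0% = wells stimulated with agonist and 100% = vehicle wells without agonist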
# Active calls of the source: *; x = no result given; & = joins results of further samples.
SMILES,EP2 mod,BaF3 parental,PERK inh,TRPN1 ag,m-calpain inh,TRPML3 agonist,S1P4 ag,Ba/F3 V617F tox,S1P4 antagonist
CCOC(=O)Cn1c(=O)c2c(nc(Br)n2CC(=O)OCC)n(C)c1=O,12,2,0.7,0.5,-7,0.2,-1.0,1,-7
CCC(Br)C(=O)Nc1ccc(OC)cc1 (centres undefined),-13,5,0.2,0.1,4,1.0,2.1,3,-2
CN(CCc1ccccn1)C(=O)CCc1nnc(CCCc2ccccc2)o1,1,6,0.9,0.3,-31,0.2,0.0,-3,4
O=C(NCc1ccccn1)c1ccc(N2CCCC2)c([N+](=O)[O-])c1,-18,-2,0.1,-1.5,-24,-0.1,1.3,-2,-5
Cc1cc(C(=O)N/N=C/c2ccccc2Br)no1,0,0,1.1,1.1,-14,-0.1,0.0,-3,12
CCOc1ccc(CCNC(=O)CN(C)S(=O)(=O)c2cccc3nsnc23)cc1OCC,-1,11,-1.3,-0.2,-18,-0.5,0.3,4,-2
CN(C)c1ccc(N=Nc2ccccc2C(=O)OCC(=O)NCC2CCCCC2)cc1,-22,3,-1.7,-3.9,45,-1.0,1.7,-2,-20
O=C(COc1ccccc1)N1N=C(c2cccnc2)CC1(O)C(F)(F)F (centres undefined),-10,4,0.4,0.8,-5,0.7,0.9,-5,-11
COc1ccc(/C=C(\CC(=O)O)c2nc3ccccc3s2)cc1O,3,4,1.2,-0.4,-65,1.2,2.8,-2,-6
CC(=O)Nc1ccc(S(=O)(=O)Nc2cccc(-c3cn4c(n3)SCC4)c2)cc1,-11,9,0.9,-0.5,-29,0.7,-1.7,1,13
CCc1c(C)nc(/N=C(/NC(=O)c2ccccc2)Nc2ccccc2OC)[nH]c1=O,x,-1,1.3,0.4,x,0.0,1.8,-4,-19
COc1ccc(/C(C)=N/NC(=O)CNC(=O)Cc2ccccc2)c(OC)c1,1,2,0.9,-1.7,12,-0.1,-0.3,-4,-11
Cc1ccc(S(=O)(=O)CC(=O)c2ccc(C(C)(C)C)cc2)cc1,7,-1,1.2,-2.4,16,0.0,1.3,-1,-17
Cc1ccccc1C1C(C#N)=C2NC(=O)c3c(sc4c3CCCCC4)N2C2=C1C(=O)CC(C)(C)C2 (centres undefined),-39,10,-0.7,3.0,-39,1.4,-1.2,1,9
Cc1ccc(CC(=O)NCCS(=O)c2ccc(Cl)cc2)cc1 (centres undefined),-35,0,-0.4,0.3,16,-0.1,-1.7,-4,0
CC(=O)c1ccc(NC(=O)C(C)N(C)CC(=O)Nc2ccccc2Cl)cc1 (centres undefined),-54,2,-1.0,2.0,27,0.6,-0.6,5,-23
CN(Cc1ccc(F)cc1)C(=O)c1cccc(OC2CCN(C3CCCC3)CC2)c1,-5,5,0.0,-0.1,5,1.2,-0.6,-1,2
COC(=O)C1(C(F)(F)F)N=C(C(F)(F)F)Nc2ccc(Cl)cc21 (centres undefined),18,4,-0.1,-1.7,28,-0.6,0.5,3,-2
O=C(Cc1cccs1)Nc1cccc(-c2nnc(-c3ccco3)o2)c1,-37,3,0.4,2.7,-23,2.1,0.5,1,3
O=C(NCC(c1cccnc1)N1CCOCC1)c1cccs1 (centres undefined),24,2,1.2,-0.4,-17,0.2,1.9,-5,-3
Cn1c(SC/C=C/c2ccccc2)nnc1-c1ccco1,-1,4,1.1,0.4,-4,0.3,-2.4,-2,-10
CC(C)Sc1nc2ccccc2n1CC(=O)O,34,2,1.9,0.0,-29,1.1,0.2,-3,-14
Cc1cc([N+](=O)[O-])nn1CC(=O)N1CCCc2ccccc21,3,-2,0.5,-0.2,-4,0.8,1.0,-3,-15
O=C(Nc1ccc(Br)cc1)C1CCCN1S(=O)(=O)c1cccs1 (centres undefined),-65,2,-0.8,1.8,-6,2.5,0.7,-2,-3
O=C(COC(=O)c1c[nH]c(=O)[nH]c1=O)Nc1ccccc1Br,19,-6,0.7,1.0,-14,1.2,1.9,-2,-11
COc1ccc(C2c3cc(OC)c(OC)cc3CCN2C2CC(=O)N(c3ccccc3)C2=O)cc1OC (centres undefined),31,10,-2.1,0.5,-26,0.5,18*,4,-3
O=C1CN(C(=O)CSc2nc3ccccc3c(=O)n2CCCN2CCOCC2)c2ccccc2N1,-12,-1,-0.1,1.0,-3,0.6,-0.5,-5,16
CC(=O)C1=C(C)NC(=O)NC1c1ccccc1 (centres undefined),19,9,0.9,1.0,-3,-0.5,-0.5,4,-5
CC(C)COC(=O)CNc1n[nH]c(=S)[nH]c1=O,-18,3,-0.2,-1.1,-10,0.4,3.4,-3,2
CC12CCC(C(=O)NCc3cccnc3)(OC1=O)C2(C)C (centres undefined),13,5,-0.2,0.4,10,0.2,4.2,4,4
CCOc1cc(C(=O)NCc2ccncc2)cc(OCC)c1OCC,16,1,0.5,1.7,-9,0.5,1.6,-4,-25
COc1ccc(S(=O)(=O)N2CCN(CCC(=O)Nc3ccc(F)cc3)CC2)cc1,14,5,-0.4,4.1,-3,2.2,5.0,-2,3
CCCOc1ccc(-c2csc3ncn(Cc4ccc(C(=O)O)cc4)c(=O)c23)cc1,10,8,0.3,1.3,-36,3.3,4.4,0,-9
CCOC(=O)N1CCN(C(c2cccnc2)c2ccc3cccnc3c2O)CC1 (centres undefined),-1,36*,0.1,-1.4,4,-0.8,-0.3,2,-5
Cc1ccccc1Nc1nccc(N(C)C)c1C#N,3,2,-0.2,0.9,25,0.9,0.0,2,1
Cc1ccc(NC(=O)c2cncc(Br)c2)cc1S(=O)(=O)N(C)C,-23,0,-0.7,2.3,5,0.7,-0.8,-3,-10
COc1ccccc1C(=O)NNC1CC(=O)N(c2ccc3c(c2)OCCO3)C1=O (centres undefined),8,2,-0.5,-0.3,20,0.2,0.9,6,-4
Cc1cc(C)n(-c2nc(Nc3ccccc3)nc(-n3nc(C)cc3C)n2)n1,-13,2,-0.2,1.4,27,0.8,-1.4,-1,0
CCS(=O)(=O)N1CCN(S(=O)(=O)c2ccccc2[N+](=O)[O-])CC1,6,1,0.9,0.1,-20,0.8,0.3,-3,-13
CCn1ncc(C2=NOC(C(=O)Nc3c(C)nn(Cc4ccc(F)cc4)c3C)C2)c1C (centres undefined),11,5,-0.5,6.1,-17,3.3,1.5,1,-18
Cc1nnc(NC(=O)CSc2ccc3nnc(-c4cccnc4)n3n2)s1,9,1,1.1,-0.6,-52,0.9,1.0,0,7
CCCCNC(=O)CC1N=C2c3ccccc3N=C(SCC(=O)Nc3ccccc3C)N2C1=O (centres undefined),30,0,1.5,0.2,-15,0.7,2.0,-1,-7
CC(=O)Nc1ccc(NC(=O)CSc2nccn2Cc2ccccc2)cc1,0,4,0.3,3.9,17,1.5,0.9,-2,1
O=c1[nH]c2ccc(Cl)cc2c(-c2ccccc2)c1N1CCN(c2ccccn2)CC1,73*,5,0.6,3.0,-68,0.8,-2.5,1,6
Cc1c(C(=O)N2CCCC2)sc(NC(=O)c2ccco2)c1C#N,11&0,4,0.6,1.6,10,1.0,-0.5,1,4
Cc1cc(C)n(-c2ccc(Cl)c(C(=O)O)c2)n1,8,6,0.3,1.7,-8,0.5,-1.5,2,-1
COC(=O)CCCCCCCCC(O)CN1CCCCC1 (centres undefined),2,8,0.2,1.6,5,0.6,0.7,0,-8
O=C1CC(c2ccccc2F)c2c(c3ccccc3[nH]c2=O)O1 (centres undefined),31,-6,1.6,0.6,-29,0.7,1.0,0,-6

# An excerpt from above in order of formula weight, ascending.
SMILES,EP2 mod,BaF3 parental,PERK inh,TRPN1 ag,m-calpain inh,TRPML3 agonist,S1P4 ag,Ba/F3 V617F tox,S1P4 antagonist
Cc1cc(C)n(-c2ccc(Cl)c(C(=O)O)c2)n1,8,6,0.3,1.7,-8,0.5,-1.5,2,-1
COC(=O)CCCCCCCCC(O)CN1CCCCC1 (centres undefined),2,8,0.2,1.6,5,0.6,0.7,0,-8
O=C1CC(c2ccccc2F)c2c(c3ccccc3[nH]c2=O)O1 (centres undefined),31,-6,1.6,0.6,-29,0.7,1.0,0,-6
Cc1c(C(=O)N2CCCC2)sc(NC(=O)c2ccco2)c1C#N,11&0,4,0.6,1.6,10,1.0,-0.5,1,4
CCS(=O)(=O)N1CCN(S(=O)(=O)c2ccccc2[N+](=O)[O-])CC1,6,1,0.9,0.1,-20,0.8,0.3,-3,-13
CC(=O)Nc1ccc(NC(=O)CSc2nccn2Cc2ccccc2)cc1,0,4,0.3,3.9,17,1.5,0.9,-2,1
Cc1nnc(NC(=O)CSc2ccc3nnc(-c4cccnc4)n3n2)s1,9,1,1.1,-0.6,-52,0.9,1.0,0,7
COc1ccccc1C(=O)NNC1CC(=O)N(c2ccc3c(c2)OCCO3)C1=O (centres undefined),8,2,-0.5,-0.3,20,0.2,0.9,6,-4
CCCCNC(=O)CC1N=C2c3ccccc3N=C(SCC(=O)Nc3ccccc3C)N2C1=O (centres undefined),30,0,1.5,0.2,-15,0.7,2.0,-1,-7

# The listing continues.
SMILES,EP2 mod,BaF3 parental,PERK inh,TRPN1 ag,m-calpain inh,TRPML3 agonist,S1P4 ag,Ba/F3 V617F tox,S1P4 antagonist
O=C(CCC(=O)NNc1nc2ccccc2c2nc(-c3ccccc3)nn12)NCCCN1CCCC1=O,4,0,0.3,0.7,4,0.4,-0.1,4,-7
COC(=O)c1ccccc1CCC(C)=O,8,4,0.2,1.2,-5,0.2,0.7,-2,7
O=C(Cc1ccccc1)NCc1ccncc1,26,2,1.4,2.2,-39,1.0,0.5,-3,-15
COc1ccc(OC)c(NC(=O)c2cc(-c3cc(Cl)ccc3O)n[nH]2)c1,-20,2,-1.5,3.0,-84,0.0,1.2,3,6
CC(C)C(NC=C1C(=O)OC(C)(C)OC1=O)C(=O)O (centres undefined),7,1,0.1,-0.1,-26,1.1,-0.9,-4,5
C=CCNC(=S)N/N=C/c1ccc(-c2ccc(Br)cc2)o1,28,9,0.2,-0.7,11,-0.2,-0.9,4,-9
COc1ccc(-n2c(=S)[nH]c3ncccc3c2=O)cc1,-12,-2,1.9,1.5,9,0.9,0.2,-2,4
CC(=O)Nc1ccc(S(=O)(=O)Nc2ccc(Cl)nn2)cc1,26,0,0.8,0.9,-8,0.6,-0.7,-4,3
Cc1occc1-c1nnc(SCC(=O)c2c[nH]c3ccccc23)n1C,22,-2,1.5,0.5,3,0.4,2.1,-1,11
CCCCCCCC(=O)N/N=C/c1cccnc1,5,3,0.4,-0.9,16,0.2,0.1,-1,-8
O=C(COC(=O)C1=COCCO1)Nc1cc(S(=O)(=O)N2CCCCC2)ccc1Cl,-7,-1,1.9,1.7,-18,0.6,2.6,-4,-3
O=C(Nn1c(-c2ccc(F)cc2)nc2ccccc2c1=O)c1cccnc1,28,1,-0.4,-1.7,11,0.7,0.3,66*,-12
